# Neddylation inh = cullin neddylation inhibition | 0.58% of 360,000 active | calls only at 25 µM | P61081+Q13564 | TR-FRET cullin neddylation, biochemical; in the data active = inhibition above about 36%
# Rin1 Abl inh = human Rin1-Abl interaction inhibition | P00519+Q13671 | TR-FRET Rin1/Abl binding, biochemical | inhibition, % at 7.35 µM | 0.4% of 360,000 active | AID 588664; in the data active = inhibition above about 5%, passing the limit was not always enough
# MT1-MMP act inh = MT1-MMP (human) activation inhibition; P50281; HT1080 RFP-PRO-GFP cells, GFP/RFP ratio fluorescence, overnight; percent of plate control window, DMSO zero; GFP/RFP ratio change, % at 20 µM; 0.061% of 360,000 active; AID 651647;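 active = GFP/RFP ratio change of at least 30% with cell ATP level not reduced by more than half and red fluorescence within 50% of control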; note: strong numbers were not always called active
#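 Assay system: HT1080 RFP-PRO-GFP cells | Dosing: 20 µM single dose, 1% DMSO | Incubation: Cells overnight before dosing, compound overnight, 37 °C, 5% CO2 | Evaluation: GFP/RFP fluorescence ratio | Control set: DMSO-only wells and HT1080 RFP-L50D-GFP cell wells as references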
# NRP1-CendR mod = modulators of CendR peptide binding to human neuropilin-1 | O14786 | FAM-RPARPAR peptide binding to NRP-1, fluorescence polarization | inhibition, % at 25 µM | 0.85% of 360,000 active | AID 602438;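 active = inhibition or corrected inhibition above about 18%, plus a signal ratio from 0.5 to 1.5, limit read from the data, passing the limit was not always enough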; note: strong numbers were not always called active
# MLLE-PAM2 inh = blocks PAM2 peptide binding to the PABP1 MLLE domain; P11940; GST-MLLE / FITC-PAM2 fluorescence polarization; inhibition, % at 20 µM; 0.36% of 360,000 active; AID 588489; in the data active = inhibition above about 35%, passing the limit was not always enough;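 note: plate controls were DMSO wells with GST-MLLE for no effect and wells lacking GST-MLLE protein for full effect; some results filed as inactive read as strong as hits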
# MsrA act = activators of bovine methionine sulfoxide reductase A. purified bovine MsrA, absorbance read-out. activation, % at 10.6 µM. 0.3% of 360,000 active. AID 602163; in the data active = activation above about 7.5%;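 note: 0% = vehicle and 100% = reference activator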
# SKN-1 inh = C. elegans SKN-1 inhibition; inhibition, % at 21.8 µM; C. elegans VP596 Pgst-4::GFP/RFP ratio, acrylamide-induced, 24 h; 0.49% of 360,000 active; AID 624304;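 active = interference check ratio from 0.5 to 1.5 plus GFP to RFP signal ratio inhibition reaching or exceeding a fixed threshold, cut at about 30% in these data, passing the limit was not always enough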; note: some compounds called inactive have numbers as strong as hits
# eLon inh = E. coli protease La inhibition | P0A9M0 | purified E. coli Lon protease, fluorescence polarization | inhibition, % at 7.94 µM | 0.42% of 360,000 active | AID 602123; in the data active = inhibition above about 13%, passing the limit was not always enough;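 note: 0% = enzyme with probe and DMSO and 100% = no enzyme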
# FAS TE block = blocks the thioesterase domain of human fatty acid synthase. inhibition, % at 15 µM. 0.67% of 360,000 active. recombinant FAS-TE, OMFH fluorogenic substrate, fluorescence endpoint;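 active = compounds whose normalised, plate-corrected inhibition of enzyme fluorescence in the single-dose primary screen is 50% or more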;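 note: 0% = DMSO with enzyme and 100% = substrate without enzyme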
# Target sequence (P49327 whole entry, looked up, the tested form may be a part): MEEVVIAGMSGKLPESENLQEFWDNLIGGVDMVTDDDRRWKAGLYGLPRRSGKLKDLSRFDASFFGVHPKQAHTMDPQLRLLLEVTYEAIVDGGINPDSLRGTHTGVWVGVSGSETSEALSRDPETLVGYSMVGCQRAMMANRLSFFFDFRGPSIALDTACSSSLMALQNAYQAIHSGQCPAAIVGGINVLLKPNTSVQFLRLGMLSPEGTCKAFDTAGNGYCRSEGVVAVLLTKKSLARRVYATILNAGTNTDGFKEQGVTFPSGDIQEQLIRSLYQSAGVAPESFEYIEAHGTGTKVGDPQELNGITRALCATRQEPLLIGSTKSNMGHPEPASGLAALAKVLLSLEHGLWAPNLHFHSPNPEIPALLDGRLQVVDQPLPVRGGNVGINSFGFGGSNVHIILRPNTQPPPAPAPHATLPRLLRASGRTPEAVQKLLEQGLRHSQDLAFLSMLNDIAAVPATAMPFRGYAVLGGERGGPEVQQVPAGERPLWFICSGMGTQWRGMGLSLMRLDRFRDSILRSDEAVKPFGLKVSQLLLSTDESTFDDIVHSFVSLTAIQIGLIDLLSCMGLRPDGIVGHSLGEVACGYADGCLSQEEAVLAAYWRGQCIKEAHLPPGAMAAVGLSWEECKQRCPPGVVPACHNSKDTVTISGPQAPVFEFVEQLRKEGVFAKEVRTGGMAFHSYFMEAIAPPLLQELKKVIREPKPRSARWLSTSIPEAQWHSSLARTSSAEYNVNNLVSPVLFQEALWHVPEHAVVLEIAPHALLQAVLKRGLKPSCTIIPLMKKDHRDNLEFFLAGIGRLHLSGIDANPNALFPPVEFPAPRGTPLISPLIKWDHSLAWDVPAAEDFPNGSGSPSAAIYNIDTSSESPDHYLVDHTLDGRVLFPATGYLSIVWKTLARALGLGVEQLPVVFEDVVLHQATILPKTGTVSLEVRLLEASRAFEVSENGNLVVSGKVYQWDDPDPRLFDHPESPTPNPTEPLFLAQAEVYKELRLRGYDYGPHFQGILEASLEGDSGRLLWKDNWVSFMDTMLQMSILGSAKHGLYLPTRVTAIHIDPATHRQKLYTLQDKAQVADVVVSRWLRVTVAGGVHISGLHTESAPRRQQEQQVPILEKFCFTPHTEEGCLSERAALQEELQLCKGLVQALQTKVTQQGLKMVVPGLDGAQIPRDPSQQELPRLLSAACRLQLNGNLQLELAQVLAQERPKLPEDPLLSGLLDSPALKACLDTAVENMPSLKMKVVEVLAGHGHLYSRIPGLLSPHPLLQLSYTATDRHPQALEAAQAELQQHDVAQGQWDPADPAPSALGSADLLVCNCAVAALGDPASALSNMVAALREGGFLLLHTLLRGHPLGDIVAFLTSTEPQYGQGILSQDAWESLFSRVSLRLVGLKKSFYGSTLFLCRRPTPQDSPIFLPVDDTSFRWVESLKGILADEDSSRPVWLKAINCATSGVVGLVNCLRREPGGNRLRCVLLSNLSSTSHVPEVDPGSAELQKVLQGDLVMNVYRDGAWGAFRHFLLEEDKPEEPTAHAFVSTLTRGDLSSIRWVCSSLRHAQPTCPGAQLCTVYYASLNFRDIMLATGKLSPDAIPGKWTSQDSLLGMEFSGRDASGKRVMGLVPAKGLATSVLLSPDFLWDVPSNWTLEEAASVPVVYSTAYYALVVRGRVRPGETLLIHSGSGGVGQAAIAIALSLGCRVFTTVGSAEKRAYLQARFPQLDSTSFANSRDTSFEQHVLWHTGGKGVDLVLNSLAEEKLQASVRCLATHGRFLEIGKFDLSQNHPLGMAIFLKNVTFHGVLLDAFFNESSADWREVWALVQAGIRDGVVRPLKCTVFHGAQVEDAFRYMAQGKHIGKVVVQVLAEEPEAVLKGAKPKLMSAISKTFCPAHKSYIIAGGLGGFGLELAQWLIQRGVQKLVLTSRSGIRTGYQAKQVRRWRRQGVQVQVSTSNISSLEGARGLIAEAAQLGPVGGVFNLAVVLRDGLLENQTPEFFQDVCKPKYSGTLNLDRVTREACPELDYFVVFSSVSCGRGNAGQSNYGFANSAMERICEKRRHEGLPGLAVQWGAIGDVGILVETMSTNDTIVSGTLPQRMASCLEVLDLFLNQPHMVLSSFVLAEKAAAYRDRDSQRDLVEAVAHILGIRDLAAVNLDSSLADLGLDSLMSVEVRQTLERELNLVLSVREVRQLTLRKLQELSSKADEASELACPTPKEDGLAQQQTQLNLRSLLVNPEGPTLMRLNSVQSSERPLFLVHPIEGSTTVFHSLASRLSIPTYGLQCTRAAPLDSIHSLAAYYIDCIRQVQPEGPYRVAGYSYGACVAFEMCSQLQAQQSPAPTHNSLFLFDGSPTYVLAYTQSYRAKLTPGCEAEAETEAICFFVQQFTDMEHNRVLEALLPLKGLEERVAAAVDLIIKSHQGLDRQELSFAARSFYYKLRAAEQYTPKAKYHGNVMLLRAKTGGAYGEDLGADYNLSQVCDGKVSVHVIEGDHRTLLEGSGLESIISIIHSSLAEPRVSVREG
# * = called active by the depositor; i = inactive; . = not tested or not shown.
SMILES,Neddylation inh,Rin1 Abl inh,MT1-MMP act inh,NRP1-CendR mod,MLLE-PAM2 inh,MsrA act,SKN-1 inh,eLon inh,FAS TE block
COc1ccc(C2C(C#N)=C(N)Oc3c2c(C)nn3-c2ccccc2)cc1Cn1nc(C)c([N+](=O)[O-])c1C (configuration not stated),i,-4,-1,13,17,-2,6,7,14
Nn1c(COc2cccc(Cl)c2)nc2ccccc2c1=O,i,1,5,-11,8,-3,-5,-6,-5
Cc1ccc(C)c(OCC(=O)NCC(C)(C)N2CCOCC2)c1,i,4,6,2,0,-8,-2,-10,-5
COc1ccc(-c2ccc(C(=O)Nc3ccc(OC)nc3)c3occc23)c(C)c1,i,-4,-3,11,16,-2,6,-3,24
COc1ccc(S(=O)(=O)N2CCOCC2)cc1NC(=O)Cc1coc2cc(C)c(C)cc12,i,2,-1,-6,-42,-5,11,-5,17
COCCn1nnnc1C(c1ccc(OC)cc1)N1CCN(C(=O)c2ccco2)CC1 (configuration not stated),i,4,-1,10,1,0,4,-10,-4
O=C(O)C1CC=CCC1C(=O)Nc1ccccc1C(=O)N1CCN(c2ccc(F)cc2)CC1 (configuration not stated),i,5,-5,2,6,-4,8,8,-11
O=C(NCCN1CCCCCC1)c1ccc(N2CCCC2=O)cc1,i,2,-5,11,-4,-3,8,0,-10
CCCc1nc2ccccc2c(=O)n1CC(=O)c1ccc(F)cc1,i,6,3,1,8,0,2,-12,3
CC1(C)CC(=O)c2c(O)cc(O)cc2O1,i,-2,1,0,2,-3,7,8,-8
CN1CCS/C1=C/C=C1/SC(=S)N(Cc2ccccc2)C1=O,i,-13,-87,132,24,-2,23,i,-13
COc1cccc(-c2nnc(SCC(=O)NCc3ccc4c(c3)OCO4)n2Cc2ccco2)c1,i,-5,1,5,-90,-2,13,-20,-1
Cc1c(C(=O)O)oc2ccc(S(=O)(=O)NCc3ccccc3)cc12,i,2,2,-22,7,-2,3,1,-5
CCOc1ccc(/C=N/NC(=S)NC2CC3CC2C2C=CCC32)cc1 (configuration not stated),i,-4,2,10,2,0,9,-2,17
CC(C)Cc1ccc(C2=CSC3=NCCN23)cc1,i,0,-5,15,-8,0,6,-5,-140
Cc1ccc(S(=O)(=O)N2CCCC(C(=O)NNCC(=O)Nc3cc(F)ccc3F)C2)cc1 (configuration not stated),i,-1,-5,5,-2,-4,-8,-6,2
CCc1nn2cc(C(=O)c3cc(C)ccc3O)cnc2c1-c1ccc(F)cc1,i,-3,5,4,2,-2,9,-8,30
CC(C)(C)NC(=O)Cn1c(SCC(=O)Nc2nccs2)nc2ccccc21,i,-2,-3,4,8,1,6,4,-1
COc1ccc(CCC(=O)N2c3ccccc3N=C(c3ccc4c(c3)OCO4)C2C(=O)Nc2ccc(OC)cc2)cc1 (configuration not stated),i,.,-6,-21,.,.,9,.,.
COc1ccc(NC(=O)c2cc(S(=O)(=O)N3CCCCC3)c[nH]2)c(OC)c1,i,-2,5,-4,-7,5,5,-6,-4
CCOC(=O)C1=CN(Cc2cccc(F)c2)S(=O)(=O)NC1c1ccccc1 (configuration not stated),i,-2,2,-8,8,-4,15,-7,5
C[C@@H]1ON(C)[C@H]2C[C@H]3c4cc(N5CCN(C)CC5)ccc4CCN3C(=O)[C@@H]12,i,-1,1,5,-8,-4,12,0,-5
COc1ccc([N+](=O)[O-])cc1NCc1cccnc1,i,-2,1,10,7,-2,-4,-2,-2
Cc1ccc2nc(-c3ccncc3)c(NC3CCCCC3)n2c1,.,0,8,8,31,0,7,1,4
CCN(CC(=O)NC(=O)Nc1ccccc1F)Cc1ccccc1,i,1,-2,-7,-3,0,-1,-4,25
O=C1CCCC2=C1Sc1ccccc1N2,i,-9,-11,6,43*,-5,22,25,-7
CC(C)CCOP(=O)(c1ccc(N(C)C)cc1)C(O)c1ccccc1F (configuration not stated),i,-2,-2,-10,-10,0,-8,-3,3
OCCNCCO,i,-2,-1,12,-7,-3,14,-8,-3
Clc1ccc(-c2nnc(-c3cccnc3)o2)cc1,i,1,-4,0,-3,-1,40*,-11,-3
CCOC(=O)/C(C#N)=C1/C=C(C)NC(c2ccccc2O)=N1,i,-2,8,-3,14,-1,0,-2,1
Cn1cc([N+](=O)[O-])c(C(=O)N2CCN(Cc3ccc4c(c3)OCO4)CC2)n1,i,3,.,-8,4,-11,-2,0,-2
COc1ccc(CCN(Cc2nc3ccccc3c(=O)[nH]2)C(=O)C2CC2)cc1,i,8,1,12,2,-16,-16,-5,-7
CC(C)NC(=O)c1ccc(CN2CCc3ccccc3C2)cc1,i,1,1,8,9,-5,-3,-11,-3
CC(=O)c1c(O)c2ccccc2n(C(C)C)c1=O,i,0,-3,-6,-9,-2,-3,3,-7
COc1ccccc1NC(=O)C1CCN(S(C)(=O)=O)CC1,i,0,-3,-1,1,-8,-11,-5,-7
CCN1CCN(C(c2cccs2)C(C)NC(=O)c2ccccc2OC)CC1 (configuration not stated),i,-2,-7,7,11,-6,-3,3,-6

# Brought forward from above: 2 entries; new compounds follow.
SMILES,Neddylation inh,Rin1 Abl inh,MT1-MMP act inh,NRP1-CendR mod,MLLE-PAM2 inh,MsrA act,SKN-1 inh,eLon inh,FAS TE block
COc1ccccc1NC(=O)C1CCN(S(C)(=O)=O)CC1,i,0,-3,-1,1,-8,-11,-5,-7
CCN1CCN(C(c2cccs2)C(C)NC(=O)c2ccccc2OC)CC1 (configuration not stated),i,-2,-7,7,11,-6,-3,3,-6
COC(=O)Cc1c(C)c2ccc(OCC(=O)NCc3ccc4c(c3)OCO4)cc2oc1=O,i,1,-6,-1,5,-10,-31,2,-11
O=C(CNC(=O)c1ccco1)NCC(=O)OCc1ccc(Cl)cc1,i,1,0,-1,-9,-11,-42,-5,-11
COc1ccccc1-c1cc2c(c3c1ccn3C)C1CCC2O1 (configuration not stated),i,0,0,6,1,-2,4,6,-4
CCOc1ccccc1OCCCCCc1c(C)n[nH]c1C,i,5,1,6,-7,-1,13,-5,-2
CCOc1ccc(CCNC(=O)CS(=O)(=O)Cc2nc(-c3ccc(OC)cc3)oc2C)cc1,i,3,2,-3,-4,-8,-1,-6,-15
Cn1c(=O)c2c(ncn2CCOC(=O)C(C)(C)Oc2ccc(Cl)cc2)n(C)c1=O,i,2,-5,-8,1,-5,5,5,-8
COCCCn1c(SCC(=O)N2CCc3ccccc32)nnc1-c1ccco1,i,2,3,11,-7,-1,5,-6,-3
Cc1cccc(NC(=O)CCCn2c(=S)[nH]c3ccccc3c2=O)c1,i,3,2,2,-49,-5,-4,-12,4
COc1cc(-c2nc(S(=O)(=O)c3ccc(C)cc3)c(N3CCOCC3)o2)cc(OC)c1OC,i,5,3,-16,40*,5,-8,-6,15
Cc1nc(C)n(C(C)CNS(=O)(=O)c2ccc(Cl)cc2)n1 (configuration not stated),i,3,-2,4,-6,0,8,2,-7
CNc1nc(SCc2ccccc2)nc(N2CCOCC2)n1,i,-2,4,1,-20,1,21,6,3
CCOC(=O)CNC(=O)CSc1cc(C)nc2ccc(OC)cc12,i,-26,2,14,5,-4,4,0,1
CCOc1nc(Nc2ccc(F)cc2)nc(N2CCN(c3ccc(OC)cc3)CC2)n1,i,2,-1,3,-5,-5,-15,-2,15
O=C(NCCS(=O)(=O)N1CCCCCC1)c1ccc(F)cc1,i,2,-3,-1,9,-4,4,1,-2
Cc1ccc(NC(=O)c2cc(-c3cccs3)on2)cc1,.,1,1,-5,-15,-8,13,-3,0
CCOC(=O)c1cn[nH]c1NC(=S)Nc1ccc(OC)cc1,i,-1,6,-8,-13,-2,-5,3,-139
COc1ccc(NC(=O)CCNS(=O)(=O)c2ccccc2F)cc1S(N)(=O)=O,i,0,-1,10,-5,-2,18,3,-6
CCn1c(CNc2ccc(F)cc2)nnc1SCCN1CCCCC1,i,2,-4,3,-8,-3,12,4,-3
O=C(CSCc1ccco1)N1CCc2ccccc21,i,1,-5,1,31,-2,22,2,3
CC12CCC(=O)C=C1C(F)CC1C2C(O)CC2(C)C1CCC2(O)C(=O)CO (configuration not stated),i,-1,1,9,-8,-11,-3,3,-6
CCn1nnnc1SCC(=O)NCc1cccs1,i,-1,8,-3,-1,-3,14,-1,-5
O=C(C1CCN(S(=O)(=O)c2cc(Cl)ccc2Cl)CC1)N1CCOCC1,i,2,-4,4,-4,-3,12,-15,-4
CC(C)CC1NC(=O)N(CC(=O)Nc2ccc(OCc3ccccc3)cc2)C1=O (configuration not stated),i,0,0,-1,2,-2,13,4,2
CC(C)CN(C(=O)CN(C)S(=O)(=O)c1ccc(Cl)cc1)C1CCS(=O)(=O)C1 (configuration not stated),i,-1,0,1,-43,-2,-14,0,-6

# Structural class: those above with a nitro group on carbon
SMILES,Neddylation inh,Rin1 Abl inh,MT1-MMP act inh,NRP1-CendR mod,MLLE-PAM2 inh,MsrA act,SKN-1 inh,eLon inh,FAS TE block
COc1ccc(C2C(C#N)=C(N)Oc3c2c(C)nn3-c2ccccc2)cc1Cn1nc(C)c([N+](=O)[O-])c1C (configuration not stated),i,-4,-1,13,17,-2,6,7,14
COc1ccc([N+](=O)[O-])cc1NCc1cccnc1,i,-2,1,10,7,-2,-4,-2,-2
Cn1cc([N+](=O)[O-])c(C(=O)N2CCN(Cc3ccc4c(c3)OCO4)CC2)n1,i,3,.,-8,4,-11,-2,0,-2

# A draw from above in order of molar mass, highest first.
SMILES,Neddylation inh,Rin1 Abl inh,MT1-MMP act inh,NRP1-CendR mod,MLLE-PAM2 inh,MsrA act,SKN-1 inh,eLon inh,FAS TE block
CC(C)CN(C(=O)CN(C)S(=O)(=O)c1ccc(Cl)cc1)C1CCS(=O)(=O)C1 (configuration not stated),i,-1,0,1,-43,-2,-14,0,-6
CCOC(=O)c1cn[nH]c1NC(=S)Nc1ccc(OC)cc1,i,-1,6,-8,-13,-2,-5,3,-139
O=C(CSCc1ccco1)N1CCc2ccccc21,i,1,-5,1,31,-2,22,2,3

# Next part
SMILES,Neddylation inh,Rin1 Abl inh,MT1-MMP act inh,NRP1-CendR mod,MLLE-PAM2 inh,MsrA act,SKN-1 inh,eLon inh,FAS TE block
O=C(C1=C[C@@H](C2CCCCC2)C[C@@H](OCc2ccc(CO)cc2)O1)N1CCN(Cc2ccc3c(c2)OCO3)CC1,i,0,3,3,2,1,5,8,26
O=C(OC1CCOC1=O)c1cccc(S(=O)(=O)Nc2cccc(Cl)c2)c1 (configuration not stated),i,-1,3,8,-4,-7,-4,-6,-2
CCn1c(=O)cc(N2CCN(C(=O)c3ccco3)CC2)[nH]c1=O,i,2,-3,0,6,-5,-3,-12,-6
COc1ccc(C)cc1S(=O)(=O)N1CCCC(C(=O)N2CCN(c3ccccc3F)CC2)C1 (configuration not stated),i,-1,5,-6,-16,-2,31,5,11

# 3 records drawn at random from the list so far:
SMILES,Neddylation inh,Rin1 Abl inh,MT1-MMP act inh,NRP1-CendR mod,MLLE-PAM2 inh,MsrA act,SKN-1 inh,eLon inh,FAS TE block
CC(C)(C)NC(=O)Cn1c(SCC(=O)Nc2nccs2)nc2ccccc21,i,-2,-3,4,8,1,6,4,-1
COc1ccccc1NC(=O)C1CCN(S(C)(=O)=O)CC1,i,0,-3,-1,1,-8,-11,-5,-7
CN1CCS/C1=C/C=C1/SC(=S)N(Cc2ccccc2)C1=O,i,-13,-87,132,24,-2,23,i,-13

# Screening data deposited in PubChem BioAssay by several laboratories.

# An unsorted share of the library; any-hit rate near 4%.
